# MBNL1 CUG block – inhibitors of human MBNL1 binding to CUG repeat RNA | Q9NR56 | TR-FRET MBNL1-His/biotin-(CUG)12 binding, 665/545 ratio | Potency, µM (top dose mostly 57.5 µM), without a hit: at the highest dose activity change, negative = inhibition, usual class: inhibitors | hit rate 0.036% among 280,000 | AID 2675; active = well fitted inhibition curve with a large enough effect in the signal ratio, with a control signal flat, not every such curve was filed as active; inconclusive = small, poorly fitted or top-dose-only effect, or effect the other way, or a change in a side signal; inactive = no such curve, though single readings can be large or run the other way; the % refers to the signal ratio; also: potency is read from the fitted curve at half-maximal effect; % is scaled to controls: 0 for no effect and ±100 for the full control effect
#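 Ratiometric TR-FRET (665 over 545 nm, excitation 340 nm) tracks disruption of MBNL1-His/biotin-(CUG)12 complex after 60 min at room temperature, with compounds at 92 nM to 58 uM final.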
# ASM inhibitor – human S-ASM enzyme inhibition. Potency, µM (highest dose often 57.5 µM), for the others: at the top dose activity change, negative = inhibition, hits mostly inhibitors. P17405. hit rate 0.006% among 340,000. placental ASM, HMU-PC fluorogenic substrate, 60 min. AID 504937; also: potency is read from the fitted curve at half-maximal effect
# Target sequence (P17405 47-631 limits assumed): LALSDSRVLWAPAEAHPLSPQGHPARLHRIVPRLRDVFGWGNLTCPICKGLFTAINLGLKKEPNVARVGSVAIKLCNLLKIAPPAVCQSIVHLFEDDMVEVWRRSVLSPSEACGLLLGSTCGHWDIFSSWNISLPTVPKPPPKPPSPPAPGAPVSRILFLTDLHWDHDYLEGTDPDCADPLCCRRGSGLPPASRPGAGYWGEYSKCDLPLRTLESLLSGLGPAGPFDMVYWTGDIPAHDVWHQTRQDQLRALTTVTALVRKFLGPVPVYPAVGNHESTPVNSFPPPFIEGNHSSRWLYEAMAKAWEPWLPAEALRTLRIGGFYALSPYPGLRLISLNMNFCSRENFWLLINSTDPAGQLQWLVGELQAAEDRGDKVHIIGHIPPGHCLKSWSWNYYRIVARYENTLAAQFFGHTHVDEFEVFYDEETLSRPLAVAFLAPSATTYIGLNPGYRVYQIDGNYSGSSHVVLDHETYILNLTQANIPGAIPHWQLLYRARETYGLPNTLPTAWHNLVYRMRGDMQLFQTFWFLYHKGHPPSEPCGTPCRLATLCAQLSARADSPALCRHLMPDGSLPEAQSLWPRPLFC
#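 qHTS format. ASM enzyme prepared from human placenta hydrolyses the fluorogenic substrate HMU-PC0 (9 uM final) over 60 min at 37 °C after a 10 min compound preincubation.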
# Menin MLL FP TR – displaces Texas Red mutant MLL peptide from human menin; Menin + Texas Red MLL mutant peptide, fluorescence polarization; hit rate 0.23% among 270,000; O00255; AID 1768; Potency, µM (titrated, usually from 61.6 µM), for the others: at the top dose FP activity change, negative = inhibition, actives largely listed as inhibitors; active = well fitted inhibition curve with a large enough effect in the polarisation, with a control signal flat, not every such curve was filed as active; inconclusive = small, poorly fitted or top-dose-only effect, or effect the other way, or a change in a side signal; inactive = no such curve, though single readings can be large or run the other way; the % refers to the polarisation; also: potency is read from the fitted curve at half-maximal effect; % of control where 0% means no effect; many of its hits are not listed in these tables
# hERG WT inh – blocks the wildtype human KCNH2 potassium channel; Q12809; U2OS, BacMam KCNH2, thallium flux FluxOr; hits give low values; activity change, % at 1.84 µM; hit rate 0.37% among 340,000;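 active = maximum activity change below -70%; inconclusive = maximum activity change between -70% and -50%; inactive = maximum activity change above -50%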; also: % is scaled to controls: 0 for no effect and ±100 for the full control effect
#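 U2OS cells were transduced with wild-type KCNH2 virus (2.03 x 10^8 / mL) for 4 h at room temperature, then cultured overnight at 37 C. Thallium flux was read with FluxOr dye. Rate constants were normalized to DMSO controls.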
# PKM2 act – PKM2 (human) enzyme activation; P14618; purified PKM2, Kinase-Glo ATP luminescence, activation; response scale: 0% is enzyme alone, no compound; Potency, µM (series often up to 57.5 µM), for inactives: top-dose activation, usual class: activators; hit rate 0.34% among 260,000; AID 1631; also: potency is read from the fitted curve at half-maximal effect; % is scaled to controls: 0 for no effect and ±100 for the full control effect; nearly all actives have a fitted effect of over 55% in size
#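 Purified hPK-M2 (>95% pure) converted ADP (0.1 mM final) to ATP with 0.5 mM PEP in 50 mM imidazole pH7.2, KCl, MgCl2, Tween 20, BSA; 1 h at room temperature. ATP detected by Kinase-Glo luminescence.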
# TSHR antagonist – blocks TSH signaling through the human TSH receptor; TSHR-expressing cells, TSH-stimulated cAMP HTRF, 2 h; hits give low values; hit rate 0.2% among 330,000; activity change, negative = inhibition, % at 11.5 µM; P16473;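 active = activity change below a set negative limit, meaning inhibition stronger than a set level, cut at about -70% in these data; inconclusive = activity change between two set negative limits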; also: % is scaled to controls: 0 for no effect and ±100 for the full control effect
#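 Competitive HTRF cAMP read-out (cryptate anti-cAMP antibody, cAMP-d2; 30 min, room temperature) in freshly harvested TSHR cells. Compounds added before TSH at EC80 (4nM final), followed by 2 hours' incubation at 37 deg C.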
# Mito fusion act – blocks mitochondrial division or promotes mitochondrial fusion | Potency, µM (titrated, usually from 46.1 µM), for the others: top-dose growth rescue (activation), usual class: activators | hit rate 0.23% among 320,000 | S. cerevisiae fusion-defective mutant growth rescue, CellTiterGlo 48 h | AID 485298;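 also: potency is read from the fitted curve at half-maximal effect; % of control where 0% means no effect; nearly all actives have a fitted effect of over 45% in size; temperature-sensitive fusion mutants such as fzo1-1 at 37 °C on non-fermentable ethanol glycerol medium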
#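 S. cerevisiae fusion-defective temperature-sensitive mutants (e.g. fzo1-1, mgm1-5) grown 48 h at 37C in YPEG (ethanol/glycerol non-fermentable) medium with 23 nl compound per well; growth rescue read as CellTiterGlo luminescence.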
# USP2a block – inhibitors of human ubiquitin-specific protease USP2a | O75604 | USP2 core, Ub-CHOP2 coupled fluorogenic reporter, 485/531 | Potency, µM (titrated, usually from 38.3 µM), without a hit: at the top dose activity change, negative = inhibition, actives largely listed as inhibitors | hit rate 0.01% among 330,000;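 also: potency is read from the fitted curve at half-maximal effect; plate controls were DMSO wells for no effect and full inhibition by NEM control for full effect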
#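 USP2 core (10nM final) preincubated 30min RT with compound in 20mM Tris-HCl pH 8.0, 2mM CaCl2, 2mM beta-mercaptoethanol, 0.05% CHAPS; 25nM Ub-CHOP2 plus 25nM reporter substrate added, fluorescence (Ex485/Em531) read after 60min.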
# GALK inh – galactokinase (human) inhibition; Purified GALK, Kinase-Glo residual ATP luminescence; Potency, µM (doses to about 57.5 µM), for the others: at the highest dose activity change, negative = inhibition, actives largely listed as inhibitors; hit rate 0.007% among 270,000; AID 1868; also: potency is read from the fitted curve at half-maximal effect; % is scaled to controls: 0 for no effect and ±100 for the full control effect
#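 GALK at 5 nM final was combined with compound, 35 uM ATP and 100 uM galactose in HEPES pH8.0 with MgCl2 and DTT. The reaction ran one hour at room temperature before luminescent ATP detection.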
# Chronic BCR inh – chronic active BCR signaling inhibition; ABC-DLBCL IkBa-CBG/CBR reporter, luminescence ratio, 4 h; Potency, µM (top dose mostly 46.1 µM), inactives show top-dose ratio change, negative = lower green/red ratio, usual class: inhibitors; hit rate 0.05% among 340,000; AID 493014; active = well fitted inhibition curve with a large enough effect in the signal ratio, with a control signal flat, not every such curve was filed as active; inconclusive = small, poorly fitted or top-dose-only effect, or effect the other way, or a change in a side signal; the % refers to the signal ratio;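 also: potency is read from the fitted curve at half-maximal effect; plate controls were basal doxycycline-induced cells for no effect and cells given 10 µM MG132 for full effect; MG132 reads +100%, hits lower the ratio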
#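 TMD8 human ABC-DLBCL cells with doxycycline-inducible IκBα–green luciferase fusion and unfused red luciferase, in 0.5% FBS medium; compounds up to 46 uM, 4 h at 37C. Green/red luminescence ratio, filter-overlap corrected, fitted to concentration-response curves.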
# Eya2 phos inh – blocks the phosphatase activity of human Eya2; O00167; Potency, µM (titrated, usually from 76.9 µM), for inactives: top-dose activity, negative = inhibition, actives largely listed as inhibitors; hit rate 0.006% among 330,000; AID 488837; recombinant Eya2, OMFP fluorescence dephosphorylation (OMFP is methylfluorescein phosphate); also: potency is read from the fitted curve at half-maximal effect; % is scaled to controls: 0 for no effect and ±100 for the full control effect
# Target sequence (O00167 whole entry, looked up): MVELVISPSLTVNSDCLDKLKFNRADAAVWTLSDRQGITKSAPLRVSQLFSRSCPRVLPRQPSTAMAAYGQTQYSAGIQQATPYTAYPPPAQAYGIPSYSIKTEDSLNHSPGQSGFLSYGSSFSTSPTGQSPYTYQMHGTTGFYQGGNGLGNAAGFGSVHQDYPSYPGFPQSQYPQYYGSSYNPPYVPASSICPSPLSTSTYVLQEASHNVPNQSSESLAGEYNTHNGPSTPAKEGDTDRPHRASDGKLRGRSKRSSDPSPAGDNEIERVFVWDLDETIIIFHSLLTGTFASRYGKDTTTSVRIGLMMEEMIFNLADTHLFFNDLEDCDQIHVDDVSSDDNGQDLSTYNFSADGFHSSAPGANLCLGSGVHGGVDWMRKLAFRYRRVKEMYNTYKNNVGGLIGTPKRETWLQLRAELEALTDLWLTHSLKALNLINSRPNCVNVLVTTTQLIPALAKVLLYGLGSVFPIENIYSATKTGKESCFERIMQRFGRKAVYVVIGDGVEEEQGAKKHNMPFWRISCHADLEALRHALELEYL
#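 Eya2 protein (added as 0.2 uM solution) was preincubated with compound for 10 min at ambient temperature in 50 mM HEPES pH 7.5, 50 mM NaCl, 5 uM MgCl2, 0.05% BSA, 1 mM DTT. OMFP (added at 50 uM) then reacted 10 min; fluorescence read at 485/525 nm.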
# An asterisk follows results filed as active; u = inconclusive; x = no result given; & = joins results of further samples; [ ] = dose if it differs, or a comment. Unless noted, calls follow the shape of the dose curve; as a rule, active = well fitted curve in the direction sought with a large enough effect; inconclusive = small, poorly fitted or top-dose-only effect, or another doubt; inactive = no such curve, though single readings can be large; an effect the other way counts as inactive or inconclusive.
SMILES,MBNL1 CUG block,ASM inhibitor,Menin MLL FP TR,hERG WT inh,PKM2 act,TSHR antagonist,Mito fusion act,USP2a block,GALK inh,Chronic BCR inh,Eya2 phos inh
COc1ccc(CCNC(=O)CN2CCN(Cc3ccc(F)cc3)C2=O)cc1OC,6.0%,3.2%,-0.2%,-8.2,-7.0%,11.1,1.7%,4.8%,1.6%,-15.2%,-21.2%
CCn1c(=O)c2c3c(sc2n2cnnc12)CCC3,-2.0%,3.8%,9.4%,-17.9,0.9%,2.8,-2.2%,2.0%,1.6%,u,9.4%
Cc1[nH]c(C)c(S(=O)(=O)NCc2ccc(OC(C)C)cc2)c1C(=O)N1CCCC1,0.5%,-2.8%,x,-10.2,x,1.9,-4.6%,-7.3%,6.9%,1.3%,1.1%
Cc1ccccc1NC(=O)CS(=O)(=O)c1cn(CC(=O)N2CCOCC2)c2ccccc12,-3.8%,0.5%,-1.8%,-4.1,-1.5%,-7.0,2.0%,-0.7%,7.2%,-17.1%,-4.0%
C=CCC(=O)NC1CC(C)(C)Cc2c1cnn2-c1ccccc1C (stereo not drawn),4.2%,11.3%,-7.3%,-9.6,0.5%,-3.2,-1.8%,-0.8%,0.7%,-5.2%,3.9%
COc1ccccc1NS(=O)(=O)c1cc(NC(=O)c2ccc(Cl)nc2)ccc1Cl,-4.3%,x,u,1.7,-14.3%,-29.3,1.4%,-8.2%,1.2%,u,-1.6%
Cc1noc(C)c1COc1ccccc1C(=O)NCc1ccccc1Cl,x,x,x,-0.4,x,-8.1,13.1%,0.1%,x,-0.9%,-37.8%
Cc1ccccc1NS(=O)(=O)c1nnc(NC(=O)c2ccc(Cl)cc2)s1,-2.8%,-3.5%,u,-3.3,-1.5%,-31.8,1.5%,-0.2%,x,u,-8.8%
Cc1ccc(CCNC(=O)c2ccc(CS(=O)(=O)Cc3ccccc3F)o2)cc1,1.1%,-0.2%,1.6%,-1.5,-1.2%,-2.3,-0.3%,4.4%,-0.3%,-8.3%&-14.3%,-1.5%
Cc1ccc(S(=O)(=O)NCC(=O)OCc2ccccc2Br)cc1,-2.0%,-1.1%,6.0%,11.0,5.4%,-3.5,2.5%,0.1%,0.1%,1.0%,-18.1%
CCc1ccc(N(C2C=CS(=O)(=O)C2)S(=O)(=O)c2ccc(C)cc2)cc1 (stereo not drawn),-2.7%,0.4%,x,-8.0,-0.1%,-1.5,-14.5%,-0.9%,0.3%,3.7%,9.6%
COc1cc(OC)cc(C(=O)NC2CCN(Cc3nnnn3Cc3ccc(F)cc3)CC2)c1,1.4%,-1.3%,-16.0%,-13.0,-0.7%,-9.2,1.7%,0.6%,12.3%,-0.3%,-1.0%
COCc1cc(C)nc2sc(C(=O)N3CCCCC3)c(N)c12,-6.0%,19.9%,-2.5%,-2.4,-4.4%,8.0,-0.7%,0.1%,1.3%,4.4%,-19.3%
COc1ccc(CN(Cc2cc3cc(OC)c(OC)cc3[nH]c2=O)C(=O)NC2CCCCC2)cc1,1.2%,3.2%,-14.9%,3.2,-0.2%,-2.0,0.5%,1.9%,-2.3%,7.0%,11.1%
Cc1cccc(NC(=S)N2N=CCC2c2ccccc2)c1 (stereo not drawn),2.3%,0.0%,16.7%,20.1,-5.4%,-0.4,-1.3%,-5.6%,1.4%,-2.8%,7.2%
O=C(NC(=S)Nc1ccc(N2CCCCC2)cc1)c1ccco1,1.2%,-0.6%,0.0%,-7.8,-5.0%,-2.9,-0.8%,0.5%,-4.3%,-1.4%,1.4%
Nc1nc(N)c(N=Nc2ccc(S(N)(=O)=O)cc2)c(=O)[nH]1,u,-4.5%,5.8%,-1.0,-3.0%,1.2,13.5%,-3.0%,3.2%,u,6.5%
Cc1cccc(C)c1OCc1nc2ccccc2c(=O)n1/N=C/c1ccc(OCC(=O)O)cc1,-23.7%,x,u,-0.5,-1.6%,28.1,0.1%,-2.0%,1.7%,8.9%,-12.2%
Cc1ccc(CN2CCN(Cc3ccccc3C(F)(F)F)CC2)cc1,-0.4%,-0.5%,u,3.0,-1.3%,-11.9,-0.4%,2.4%,-1.9%,11.3%,-7.5%
COc1ccc(C(=O)COc2ccccc2C(=O)Nc2ccccc2)cc1,-2.8%,-8.5%,24.3%,3.5,2.3%,-25.4,u,0.8%,7.0%,6.7%,0.2%
O=C(COc1ncnc2ccccc12)Nc1cc([N+](=O)[O-])ccc1Cl,u,-4.7%,18.0%,-0.2,15.6%,1.2,-3.3%,1.1%,2.4%,0.4%,8.1%
Brc1ccc(-c2csc(/N=C/N3CCCC3)n2)cc1,15.5%,-4.0%,30.3%[activator],2.6,1.9%,-28.7,3.2%,2.2%,0.0%,u,-4.0%
COc1cc(/C=C2/C(=N)N3C(c4ccccc4)=CSC3=NC2=O)ccc1OCC(=O)O,-2.3%,2.51µM*,x,0.4,0.1%,-5.7,1.3%,0.9%,x,7.1%,7.0%
Cc1ccccc1CN1CCN(C/C=C/c2ccccc2)CC1,5.7%,3.3%,0.7%,40.0,6.0%,11.8,-0.6%,2.1%,0.9%,10.1%,-17.5%
CC(=O)NN=C1CCC(c2ccccc2)CC1 (stereo not drawn),-11.0%,1.3%,-1.1%,-88.2*,-8.2%,7.1,-5.6%,5.4%,2.0%,0.1%,-8.2%
COc1ccc(N2CCN(C(c3cccs3)C(C)NC(=O)C(=O)N3CCOCC3)CC2)cc1 (stereo not drawn),-5.5%,0.4%,x,-6.7,x,14.9,-2.9%,4.2%,-5.3%,3.9%,-1.1%
O=c1[nH]c2ccc(NS(=O)(=O)c3ccc([N+](=O)[O-])cc3)cc2[nH]1,u,0.5%,-0.5%,1.5,3.1%,4.6,8.8%,2.4%,-2.6%,-19.0%,-8.7%
CCOC(=O)COC(=O)c1ccc(O)cc1,-0.5%,-1.3%,8.7%,-1.9,-0.8%,-0.4,0.7%,0.7%,-1.4%,4.2%,-6.1%
CNC(C)c1ccc(S(N)(=O)=O)cc1 (stereo not drawn),-1.8%,0.6%,3.2%,9.2,-1.3%,12.3,-2.4%,1.0%,8.6%,4.2%,-18.8%
Cc1nc(Nc2ccc3c(c2)OCCO3)c2oc3ccccc3c2n1,1.9%,-7.2%,u,11.6,2.1%,-28.1,11.6%,1.7%,-1.4%,u,-5.6%
Cc1cc(C)nc(N/N=C/c2cc(C)n(CC(F)(F)F)c2C)n1,3.4%,7.1%,-1.1%,x,3.9%,-7.7,1.5%,-1.2%,6.2%,10.7%,-5.1%
COc1ccc(CCNC(=O)/C(=C/c2cccnc2)NC(=O)c2ccccc2)cc1,x,45.1%[activator],-23.1%,13.3,1.3%,-3.3,-5.2%,3.7%,0.2%,-2.2%,3.4%
C=C1CCC[C@]2(C)C[C@H]3OC(=O)C(CNCCN(CC)CC)[C@H]3CC12 (stereo partly drawn),-4.4%,-1.6%,x,-1.5,x,5.4,62.5%,-12.5%,1.0%,u,-13.7%
O=C(COC(=O)/C=C/c1ccc(S(=O)(=O)N2CCOCC2)cc1)Nc1ccc(F)c(F)c1F,x,-1.5%,x,2.0,x,2.5,x,-0.9%,x,0.6%,1.7%
Cc1ccc2c(c1)CCCN2C(=O)NC1CCCCC1,19.6%,2.3%,u,-1.7,7.0%,-8.6,3.2%,-1.4%,8.3%,-8.0%,-4.3%
Cc1nn(CC(C)C)c2sc(C(=O)NC3CC(C)(C)NC(C)(C)C3)cc12,-2.6%,-1.3%,-14.6%,1.1,-9.1%,11.9,-1.5%,3.3%,-2.2%,u,-8.8%
CCc1nnc(NC(=O)c2cc(-c3ccccn3)nc3ccc(Br)cc23)s1,15.1%,-4.4%,u,-11.3,-6.1%,64.0,-2.3%,1.2%,-3.9%,-5.3%,12.6%
CCCCN(C)C1CCN(C(=S)Nc2ccc(OCC)cc2)CC1,1.7%,8.6%,0.8%,6.2,2.3%,0.7,2.4%,2.2%,-1.9%,4.8%,7.7%
COc1ccc(OC)c(NC(=O)CN2CCC(NC(=O)c3ccccc3C)CC2)c1,-7.5%,1.1%,-0.2%,-2.8,0.8%[11.5 µM],39.4,-1.4%,-0.5%,-3.8%,-1.4%,6.9%
COc1ccc(C(=O)NC(=S)Nc2ccc(S(N)(=O)=O)cc2)cc1,24.1%,-2.8%,-1.7%,-4.7,-1.8%,-9.0,10.1%,0.5%,0.3%,u,4.2%

# Assay outcomes deposited in PubChem BioAssay by National Center for Advancing Translational Sciences (NCATS).

# These rows are one share of the data; count on the stated rates, not on these rows.
